# PGE2 EP2 inh – EP2 receptor (human) inhibition. inhibition, % at 25 µM. C6 glioma cells expressing human EP2, cAMP TR-FRET; cells stimulated with saturating PGE2. AID 1422. P43116. 260,000 compounds, 0.52% hits;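 active means percent inhibition above 40 after rounding to a whole number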;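 further: rat C6 glioma host cells with rolipram phosphodiesterase inhibitor present; the protocol text gives 20 µM as final concentration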
# Target sequence (P43116 whole entry, looked up): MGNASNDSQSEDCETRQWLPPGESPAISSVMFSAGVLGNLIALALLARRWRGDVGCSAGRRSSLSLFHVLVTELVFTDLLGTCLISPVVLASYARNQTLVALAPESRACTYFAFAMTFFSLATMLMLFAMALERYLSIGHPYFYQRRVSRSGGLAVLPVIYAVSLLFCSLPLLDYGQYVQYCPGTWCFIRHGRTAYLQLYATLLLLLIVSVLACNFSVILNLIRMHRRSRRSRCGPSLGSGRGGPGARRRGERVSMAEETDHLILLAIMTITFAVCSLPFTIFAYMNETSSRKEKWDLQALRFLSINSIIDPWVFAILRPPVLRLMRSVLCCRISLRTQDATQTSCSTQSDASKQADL
# TNF necrop inh – inhibitors of TNF-alpha induced necroptosis in Jurkat FADD-/- cells | Jurkat FADD-/- TNF necroptosis rescue, ATP luminescence, 24 h; 0 = TNF only, 100 = no-TNF cells | activation (protection from cell death), % at 10 µM | 220,000 compounds, 0.068% hits;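 active means activation, meaning protection from cell death, of at least 50% relative to plate controls; inactive means activation below 50%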;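 further: necroptosis triggered by 40 ng/mL TNF-alpha added together with compound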
# FXIIa inh 1536 – factor XIIa (human) inhibition. P00748. purified FXIIa, Boc-QGR-AMC fluorogenic substrate, 2 h. inhibition, % at 5 µM. 220,000 compounds, 0.3% hits. AID 800; in the data active means inhibition above about 40%;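 further: 0% = enzyme with no compound and 100% = blank without enzyme; many of its hits are not listed in these tables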
# Target sequence (P00748 20-372 limits assumed): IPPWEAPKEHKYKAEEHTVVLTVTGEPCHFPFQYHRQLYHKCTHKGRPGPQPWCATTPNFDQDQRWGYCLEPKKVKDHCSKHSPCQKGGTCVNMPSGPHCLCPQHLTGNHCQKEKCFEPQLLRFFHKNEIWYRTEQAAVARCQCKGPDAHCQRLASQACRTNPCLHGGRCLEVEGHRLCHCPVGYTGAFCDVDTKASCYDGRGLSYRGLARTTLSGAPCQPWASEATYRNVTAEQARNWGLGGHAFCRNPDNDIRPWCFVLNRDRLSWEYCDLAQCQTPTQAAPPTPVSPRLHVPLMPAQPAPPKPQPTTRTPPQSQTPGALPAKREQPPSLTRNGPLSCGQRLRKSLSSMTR
# Target sequence (P00748 373-615 limits assumed): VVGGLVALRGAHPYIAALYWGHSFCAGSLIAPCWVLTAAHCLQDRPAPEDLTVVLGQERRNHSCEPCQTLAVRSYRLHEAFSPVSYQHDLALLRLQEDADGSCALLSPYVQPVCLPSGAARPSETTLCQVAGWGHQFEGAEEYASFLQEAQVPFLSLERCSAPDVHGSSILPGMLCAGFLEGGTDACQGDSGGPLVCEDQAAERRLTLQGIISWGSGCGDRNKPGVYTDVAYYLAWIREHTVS
# Tb hexokinase – T. brucei hexokinase 1 inhibition; 220,000 compounds, 0.11% hits; recombinant TbHK1, G6PDH-coupled NADH A340; AID 1430; inhibition, % at 10 µM;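 active means inhibition of 50% or more in the single-dose primary screen; inactive means inhibition below 50%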
# Wee1 stabilizer – blocks degradation of human Wee1 kinase; AID 1321; HeLa Luc-Wee1K328M stability, luciferase luminescence; 100% = proteasome inhibitor MG132 effect; 220,000 compounds, 1.2% hits; reporter increase, % at 5 µM; P30291;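 active means activation above the mean of all tested compounds plus 3 SD, set per screening run, cut at about 8.8% in these data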;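 further: cells exposed to compound for 20 h before luminescence read; 0% = DMSO alone and 100% = MG132 at 30 µM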
# CHOP inhibitor – blocks CHOP induction under ER stress; CHO-K1 CHOP-promoter luciferase, tunicamycin-induced, 15-18 h; inhibition, % at 10 µM; 220,000 compounds, 3.8% hits; AID 2732;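 active means compounds that reduced the stress-induced luciferase reporter signal by more than about 70% of percent inhibition, limit read from the data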;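 further: 0% = tunicamycin plus vehicle and 100% = wells without tunicamycin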
# L929 necroptosis – blocks zVAD induced death of L929 cells | L929 zVAD necroptosis rescue, ATP luminescence, 24 h; with zVAD 60 µM | viability rescue, % at 10 µM | 220,000 compounds, 0.38% hits;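 active means activation, scaled between plate controls, above about 75%, limit read from the data; inactive means activation under that limit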;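 further: 0% = zVAD with DMSO and 100% = DMSO alone without zVAD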
# FXIa inh 1536 – inhibitors of human coagulation factor XIa; inhibition, % at 5 µM; 220,000 compounds, 0.14% hits; AID 798; P03951; purified FXIa, Boc-Glu-Ala-Arg-AMC fluorogenic substrate;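 active means inhibition of at least 40%; inactive means inhibition below 40%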;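 further: fluorescence of freed AMC excited at 355 nm; 0% = enzyme without compound and 100% = no enzyme blank; many of its hits are not listed in these tables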
# PPC-1+TRAIL kill – PPC-1 cancer cell killing with TRAIL present; PPC-1 cells + TRAIL, ATPLite viability luminescence; 220,000 compounds, 0.41% hits; cell killing (% activity), % at 4 µM;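 active means cell killing above 50% in the first pass at 4 µM, then a duplicate retest at 5 µM averaging 50% or more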;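 further: plate controls were cells with TRAIL plus DMSO for no effect and medium-only wells lacking cells for full effect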
# An asterisk follows results filed as active; / = no result given; & = joins results of further samples. This is a subset. The share of hits here may be higher or lower than overall.
1. CCNC(=O)CSc1nc2ccccc2c(=O)n1OC
2. CC(C)(C)NC(=O)C1CN(S(=O)(=O)c2ccccc2)CCN1S(=O)(=O)c1ccccc1 (stereo not given)
3. COc1ccc(/C(N)=N/OC(=O)c2ccco2)cc1OC
4. Cc1ccnc(NS(=O)(=O)c2ccc(NC(=O)C3CC=CCC3C(=O)O)cc2)n1 (stereo not given)
5. Cc1noc(C)c1COc1cccc(C(=O)OCCOc2ccc(F)cc2)c1
6. O=C(CSc1nc2ccccc2o1)N1c2ccccc2Sc2ccc(Cl)cc21
7. COC(=O)c1ccccc1NC(=O)N1CCN(Cc2ccco2)CC1
8. COCCn1nnnc1CN1CCC(Cc2ccccc2)CC1

assay / entry,1,2,3,4,5,6,7,8
PGE2 EP2 inh,10,9,8,8,9,8,5,11
TNF necrop inh,-1.7,0.8,0.2,-0.8,-1.9,-4.1,-0.1,-0.4
FXIIa inh 1536,0,14,11,5,18,16,4,13
Tb hexokinase,-2,-2,-5,-2,3,-12,-2,0
Wee1 stabilizer,0,-1,6,-2,-1,5,-2,2
CHOP inhibitor,-7,-31,12,-14,-10,39,-7,49
L929 necroptosis,-0.3,-0.9,5.2,0.8,-0.1,0.7,0.5,-0.3
FXIa inh 1536,-3,3,2,4,4,5,-5,8
PPC-1+TRAIL kill,-10,-8,3,19,23,21,-2,3

9. Cc1ccc(NC(=O)NCCN2C(=O)C3C4C=CC(C4)C3C2=O)cc1 (stereo not given)
10. CC(C)C(=O)N1CCN(CCN=CC2=C(O)CC(c3ccco3)CC2=O)CC1 (stereo not given)
11. Cc1ccc(NC(=O)Nc2ccno2)cc1
12. Fc1cnc(N2CCOCC2)nc1NCc1ccccc1
13. COc1ccc(-n2c(O)c(C=NC3CC3)c(=O)[nH]c2=O)cc1
14. CCCC(c1nnnn1CC(=O)OCC)N(Cc1cc2c(C)cc(C)cc2[nH]c1=O)C1CCCC1 (stereo not given)
15. CCCCOc1ccc(CNn2c(C)nc3ccccc3c2=O)cc1
16. CC(Sc1nncn1C)C(=O)Nc1ccc(Cl)cn1 (stereo not given)

assay / entry,9,10,11,12,13,14,15,16
PGE2 EP2 inh,9,10,14,10,16,11,18,8
TNF necrop inh,0.1,-1.3,1.2,-2.6,-0.9,-7.9,1.0,2.6
FXIIa inh 1536,2,7,7,-11,12,14,4,8
Tb hexokinase,-6,5,-5,-3,6,-2,4,2
Wee1 stabilizer,2,-5,1,-1,1,-3,-2,-3
CHOP inhibitor,13,3,15,7,5,19,81*,23
L929 necroptosis,7.3,0.7,1.7,-0.9,0.1,-0.2,0.1,2.2
FXIa inh 1536,-2,-5,9,-16,-2,4,-6,-1
PPC-1+TRAIL kill,26,7,7,-8,1,3,17,30

17. CCc1ccc(OCC(=O)Nc2cc(S(=O)(=O)CC)ccc2O)cc1
18. O=C(Nc1nc2ccccc2[nH]1)c1ccc(F)c(S(=O)(=O)N2CCOCC2)c1
19. Cc1ccc(S(=O)(=O)NNC2=NS(=O)(=O)c3ccccc32)c(C)c1
20. Cc1ccc(S(=O)(=O)/N=C(\Sc2ccccc2)c2ccccc2)cc1
21. CN1CCN(c2oc(-c3ccc([N+](=O)[O-])cc3)nc2C#N)CC1
22. COc1cccc(/C=N\NC(=O)C2=NNC(=O)C2C)c1O (stereo not given)
23. Cc1c(NC(=O)c2cnn3c2NC(c2ccc(Br)cc2)CC3C(F)(F)F)c(=O)n(-c2ccccc2)n1C (stereo not given)
24. O=C1C2CC=CCC2C(=O)N1Cc1ccccc1Cl (stereo not given)

assay / entry,17,18,19,20,21,22,23,24
PGE2 EP2 inh,/,3,3,7,7,7,10,6
TNF necrop inh,-1.6,0.7,1.2,-12,1.9,-1.5,-1.7,8.6
FXIIa inh 1536,18,-4,6,-1,12,2,20,2
Tb hexokinase,-4,-7,3,6,-22,-11,-2,4
Wee1 stabilizer,0,3,1,1,3,0,0,-4
CHOP inhibitor,9,-1,-8,107*,48,3,33,35
L929 necroptosis,-0.2,15,2.0,-0.2,-1.1,1.4,0.1,3.9
FXIa inh 1536,6,-7,-3,-4,0,2,11,-4
PPC-1+TRAIL kill,10,9,-5,6,13,25,17,13

25. CCNc1nc(N)c(C(=O)c2ccc(Cl)s2)s1
26. COc1ccc(-c2cc(C(F)F)n3ncc(C(=O)Nc4cc(C)on4)c3n2)cc1
27. COc1ccccc1CN1C(=O)CCC1(C)C(=O)NC1CCCCCC1 (stereo not given)
28. COc1ccc(Cn2nnnc2C(C(C)C)N(Cc2ccco2)Cc2cccs2)cc1 (stereo not given)
29. CC(=O)Nc1ccc(C2=NNC(=Nc3cccc(S(=O)(=O)N(C)C)c3)SC2)cc1
30. CC(=O)Nc1ccc(N2C(=O)CSC2c2c(F)cccc2Cl)cc1 (stereo not given)
31. S=C1NC(c2cccs2)=CC(c2ccc(Br)cc2)N1 (stereo not given)
32. CCOc1ccccc1OCc1nn2c(COc3ccccc3)nnc2s1

assay / entry,25,26,27,28,29,30,31,32
PGE2 EP2 inh,11,3,5,7,3,0,8,5
TNF necrop inh,5.3,0.3,-0.6,0.6,1.5,-0.1,-2.9,-2.8
FXIIa inh 1536,19,3,5,3,2,16,19,1
Tb hexokinase,-5,-5,0,9,-24,3,2,2
Wee1 stabilizer,10*,-2,-1,-2,-3,2,0,-1
CHOP inhibitor,48,14,32,47,-12,17,23,34
L929 necroptosis,0.2,0.7,0.1,2.0,2.2,-0.3,-0.4,0.2
FXIa inh 1536,3,-3,-3,-3,-2,2,12,2
PPC-1+TRAIL kill,12,19,33,9,20,5,34,-14

33. c1ccc(OCc2nnc(-c3ccccc3)o2)cc1
34. Cn1ccnc1SCC(=O)Nc1ccc(Cl)cn1
35. CCC(C)(C)NC(=O)CN(CCc1cccc(C)c1)C(=O)c1csnn1
36. CCOc1ccc(-n2c(C)cc(C(=O)CCl)c2C)cc1
37. CCn1ccnc1CN(C)Cc1cn(-c2ccccc2)nc1-c1ccc(OC)cc1F
38. N[C@@]12CCc3nonc3[C@]1(O)CC(c1ccccc1)=[N+]2[O-]
39. CCC(=O)N1CCN(c2ccc(NC(=O)c3ccc(-c4ccccc4)cc3)cc2)CC1
40. FC(F)C(F)(F)c1cc(-c2ccc(Cl)cc2)n[nH]1

assay / entry,33,34,35,36,37,38,39,40
PGE2 EP2 inh,4,5,3,12,10,10,/,16
TNF necrop inh,0.8,4.5,-1.5,-12,1.4,-3.8,-0.2,-0.5
FXIIa inh 1536,2,5,3,1,5,8,19,-1
Tb hexokinase,9,0,2,-3,-1,-2,-18,-7
Wee1 stabilizer,-1,-2,1,9,-2,-1,3,-2
CHOP inhibitor,-25,-14,4,-427,6,4,28,41
L929 necroptosis,0.2,-1.1,6.4,-1.3,0.4,0.5,0.2,3.5
FXIa inh 1536,3,2,-2,-4,-2,1,6,2
PPC-1+TRAIL kill,10,16,-2,-19,-15,9,20,6

# Among those listed so far, four have a furan ring, fused or not.
3. COc1ccc(/C(N)=N/OC(=O)c2ccco2)cc1OC
7. COC(=O)c1ccccc1NC(=O)N1CCN(Cc2ccco2)CC1
10. CC(C)C(=O)N1CCN(CCN=CC2=C(O)CC(c3ccco3)CC2=O)CC1 (stereo not given)
28. COc1ccc(Cn2nnnc2C(C(C)C)N(Cc2ccco2)Cc2cccs2)cc1 (stereo not given)

assay / entry,3,7,10,28
PGE2 EP2 inh,8,5,10,7
TNF necrop inh,0.2,-0.1,-1.3,0.6
FXIIa inh 1536,11,4,7,3
Tb hexokinase,-5,-2,5,9
Wee1 stabilizer,6,-2,-5,-2
CHOP inhibitor,12,-7,3,47
L929 necroptosis,5.2,0.5,0.7,2.0
FXIa inh 1536,2,-5,-5,-3
PPC-1+TRAIL kill,3,-2,7,9

# The list goes on.
41. N#C/C(=C(/O)c1cccs1)c1nc2ccccc2[nH]1
42. COC(=O)CSc1nnc(-c2ccoc2C)n1-c1ccc(C)cc1
43. COc1cccc(NC(=O)CCS(=O)(=O)c2cccs2)c1
44. CCOC(=O)c1c(-c2cccc([N+](=O)[O-])c2)csc1NC(=O)C1CC1
45. CS(=O)(=O)N(CC(=O)N1CCCCC1)C1CCCCC1
46. Cc1ccc2c(c1)C1CN(C)CCC1N2Sc1ccccc1[N+](=O)[O-] (stereo not given)
47. CN(C)c1ccc(C(CC(=O)O)C(=O)O)cc1 (stereo not given)
48. O=C(CC(NC(=O)c1ccccc1Cl)c1ccccc1)NCCc1ccc(Cl)cc1 (stereo not given)

assay / entry,41,42,43,44,45,46,47,48
PGE2 EP2 inh,20,21,12,11,5&18,4,3,15
TNF necrop inh,2.7,0.4,1.6,-5.1,-0.2,-0.5,-0.8,2.4
FXIIa inh 1536,2,0,3,11,22,18,6,7
Tb hexokinase,-14,-3,4,-2,-1,0,1,-1
Wee1 stabilizer,1,-1,-2,-3,-2,-1,-1,5
CHOP inhibitor,-15,-18,7,30,-1,35,-7,51
L929 necroptosis,21,0.0,1.2,-0.1,0.0,0.3,6.1,0.3
FXIa inh 1536,-1,-9,0,5,9,14,-1,4
PPC-1+TRAIL kill,18,9,2,5,-6,14,8,28

49. CCOC(=O)c1c(C)n(C)c2cc(OCCN(CC)CC)ccc12
50. N#CC1CC(c2ccc([N+](=O)[O-])cc2)=NN1c1ccc([N+](=O)[O-])cc1 (stereo not given)
51. CCCCOCCCn1cnc2c([nH]c3cc(OC)ccc32)c1=O
52. O=Cc1ccc2noc(-c3ccc(F)cc3)c2c1
53. COc1cc(O)ccc1C=O
54. COC(=O)C(C)(C)ONC(=O)Nc1ccc(Br)cc1
55. O=C(N/N=C/c1sc2ccccc2c1O)c1ccccc1
56. O=C(c1cccc(F)c1)N1CCN(CC2CC3C=CC2C3)CC1 (stereo not given)

assay / entry,49,50,51,52,53,54,55,56
PGE2 EP2 inh,0,3,14,26,12,5,7,20
TNF necrop inh,-1.4,-1.7,0.2,-5.7,-0.8,0.0,-10,0.0
FXIIa inh 1536,9,-4,19,10,15,17,8,22
Tb hexokinase,5,-17,-1,-15,-57,1,-3,0
Wee1 stabilizer,0,2,-2,7,0,3,6,0
CHOP inhibitor,22,-5,9,49,11,44,65,13
L929 necroptosis,0.1,2.0,1.2,82*,0.1,/,33,-0.6
FXIa inh 1536,-2,-2,3,0,5,17,1,4
PPC-1+TRAIL kill,-10,25,-21,11,22,-6,27,-11

57. O=C(Nc1nccs1)C1(c2ccc(Cl)cc2)CC1
58. CCCCOC(=O)Oc1ccc2c(=O)c(Oc3cccc(C)c3)coc2c1
59. COc1cc(NC(=O)N[C@@H](CCSC)C(=O)O)cc(OC)c1
60. O=[N+]([O-])c1ccc(N2CCOCC2)cn1
61. O=c1cc(COc2ccc(Cl)c(Cl)c2)nc2sccn12
62. O=C(C1=C[C@@H](c2coc3ccccc3c2=O)C[C@@H](OCc2ccc(CO)cc2)O1)N1CCCCCCC1
63. COC(=O)c1ccc(Oc2nc(SC)nc(N(C)C)n2)cc1
64. CCC(C(=O)N1CCN(S(C)(=O)=O)CC1)c1ccccc1 (stereo not given)

assay / entry,57,58,59,60,61,62,63,64
PGE2 EP2 inh,3,3,5,15,8,/,2,0
TNF necrop inh,2.0,1.6,0.1,0.6,-1.5,1.8,1.3,-1.9
FXIIa inh 1536,7,13,4,1,7,7,4,-15
Tb hexokinase,3,2,-1,-13,-13,-5,-11,3
Wee1 stabilizer,-2,4,2,-5,3,4,-4,1
CHOP inhibitor,15,7,4,2,-14,20,8,6
L929 necroptosis,-0.7,0.0,-0.4,6.3,-0.8,-0.5,1.5,-0.6
FXIa inh 1536,-4,10,-4,-3,1,1,-1,-6
PPC-1+TRAIL kill,29,27,2,-8,8,9,9,29
